ALOX12 inh: blocks human arachidonate 12S-lipoxygenase | P18054 | purified 12hLO, xylenol orange hydroperoxide absorbance | Potency, µM (top dose mostly 108 µM), without a hit: at the highest dose activity change, negative = inhibition, hits mostly inhibitors | 580,000 tested, 1.1% active | AID 1671190; note: potency is the fitted concentration of half-maximal effect; % is set by controls: 0 for no effect and ±100 for the full control effect
Target sequence (P18054 whole entry, looked up): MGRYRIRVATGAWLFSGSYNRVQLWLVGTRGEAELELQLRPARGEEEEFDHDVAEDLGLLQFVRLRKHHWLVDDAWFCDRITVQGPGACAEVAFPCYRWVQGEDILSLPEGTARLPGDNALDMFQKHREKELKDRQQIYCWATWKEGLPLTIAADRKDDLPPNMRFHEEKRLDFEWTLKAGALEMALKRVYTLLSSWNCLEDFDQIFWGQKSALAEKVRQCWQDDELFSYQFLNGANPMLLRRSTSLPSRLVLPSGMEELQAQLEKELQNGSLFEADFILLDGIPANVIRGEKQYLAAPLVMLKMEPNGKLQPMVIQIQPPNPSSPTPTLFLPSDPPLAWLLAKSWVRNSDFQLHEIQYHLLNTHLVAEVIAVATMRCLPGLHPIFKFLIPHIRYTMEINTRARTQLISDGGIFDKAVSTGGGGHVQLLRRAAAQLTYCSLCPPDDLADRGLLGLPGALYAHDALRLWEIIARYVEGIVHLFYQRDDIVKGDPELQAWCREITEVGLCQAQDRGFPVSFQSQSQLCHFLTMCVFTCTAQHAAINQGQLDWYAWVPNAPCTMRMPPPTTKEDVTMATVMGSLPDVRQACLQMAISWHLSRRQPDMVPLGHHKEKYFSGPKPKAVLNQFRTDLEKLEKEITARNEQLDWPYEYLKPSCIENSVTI
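Purified human 12hLO (150 nM final) in 25 mM Hepes, 0.01% Triton X-100, pH 7.0 was preincubated 15 min at room temperature with compound. Then 40 uM arachidonic acid was added, 30 min. Hydroperoxide was read by Fe-XO absorbance ratio 573/405 nm.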
Pol iota inh: blocks human DNA polymerase iota activity | Potency, µM (series often up to 115 µM), inactives show at the top dose activity, negative = inhibition, hits mostly inhibitors | Q9UNA4 | Pol iota fluorescent replication assay, 10 min | 390,000 tested, 1% active; note: potency is the fitted concentration of half-maximal effect
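Fluorescent replication assay read twice, at 0 min and 10 min after adding 50 nM (final) substrate. Enzyme (10 nM) and compounds were first incubated 15 min at room temperature; enzyme-free buffer wells were negative controls.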
POLB inh: blocks human DNA polymerase beta activity. Potency, µM (titrated, usually from 114 µM), for inactives: top-dose activity change, negative = inhibition, hits mostly inhibitors. AID 485314. 340,000 tested, 1.3% active. Pol beta primer extension/strand displacement, fluorescence kinetic; note: potency is the fitted concentration of half-maximal effect; % is set by controls: 0 for no effect and ±100 for the full control effect
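Pol beta (10 nM) was preincubated with compound for 15 min at room temperature. The reaction was then started with 50 nM substrate and read immediately and after a further 10 min at room temperature.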
Pol kappa inh: inhibitors of human DNA polymerase kappa; Q9UBT6; purified Pol kappa, fluorescent DNA synthesis assay, 10 min; Potency, µM (series often up to 107 µM), inactives show top-dose activity, negative = inhibition, actives largely listed as inhibitors; 400,000 tested, 0.53% active; note: potency is the fitted concentration of half-maximal effect; % is set by controls: 0 for no effect and ±100 for the full control effect
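Enzyme at 10 nM met test compounds for 15 min at room temperature. Substrate addition (50 nM final) began the reaction, which was monitored by fluorescence at 0 and 10 min.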
TRHR agonist: activates the human TRH receptor. TRHR cells, calcium flux fluo-8, FDSS agonist mode. activation, % at 2 µM. 360,000 tested, 0.18% active. AID 493084; in the data active = activation above about 30%; note: 0% is about no effect
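Steps: seed TRHR cells overnight; add fluo-8 no-wash Ca dye, RT 30 min–1.5 h; record 10 s baseline; pin-transfer compounds; monitor fluorescence 1 cycle/s for the agonist window. Calcium increases flag candidate agonists.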
ERG-DNA inh: ERG Ets/DNA interaction inhibition. Potency, µM (titrated, usually from 76.9 µM), for inactives: at the top dose FP activity, negative = inhibition, actives largely listed as inhibitors. AID 624246. 370,000 tested, 0.028% active. fluorescence polarization, His-ERG Ets domain / labelled DNA. P11308; active = well fitted inhibition curve with a large enough effect in the polarisation, with a control signal flat; inconclusive = small, poorly fitted or top-dose-only effect, or effect the other way, or a change in a side signal; inactive = no such curve, though single readings can be large or run the other way; the % refers to the polarisation;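 note: polarization taken with two DNA probes labelled with fluorescein and Texas red; potency is the fitted concentration of half-maximal effect; % of control where 0% means no effect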
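His-tagged ERG Ets domain (1 uM in the protein solution; 300mM KCl, 50mM Tris-HCl, 1mM EDTA, 1mM DTT, pH 7.5) received compound, then a probe mix of 5 nM fluorescein-DNA and 100nM Texas-615-DNA. Fluorescence polarization was read for both dyes.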
BLM helicase inh: inhibitors of human Bloom syndrome helicase BLM; P54132; recombinant BLM DNA unwinding, fluorescence dequenching; Potency, µM (series often up to 56.1 µM), without a hit: at the highest dose activity change, negative = inhibition, actives largely listed as inhibitors; 350,000 tested, 0.2% active; AID 2528;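 note: potency is the fitted concentration of half-maximal effect; plate controls were vehicle for no effect and no enzyme for full effect; nearly all actives have a fitted effect of over 35% in size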
APE1 inh: inhibitors of human APE1 endonuclease. P27695. recombinant APE1, TAMRA/BHQ-2 abasic DNA cleavage fluorescence. Potency, µM (titrated, usually from 65.8 µM), for the others: at the top dose activity change, negative = inhibition, hits mostly inhibitors. 350,000 tested, 0.35% active;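 note: potency is the fitted concentration of half-maximal effect; plate controls were vehicle for no effect and reference inhibitor for full effect; nearly all actives have a fitted effect of over 55% in size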
Target sequence (P27695 whole entry, looked up): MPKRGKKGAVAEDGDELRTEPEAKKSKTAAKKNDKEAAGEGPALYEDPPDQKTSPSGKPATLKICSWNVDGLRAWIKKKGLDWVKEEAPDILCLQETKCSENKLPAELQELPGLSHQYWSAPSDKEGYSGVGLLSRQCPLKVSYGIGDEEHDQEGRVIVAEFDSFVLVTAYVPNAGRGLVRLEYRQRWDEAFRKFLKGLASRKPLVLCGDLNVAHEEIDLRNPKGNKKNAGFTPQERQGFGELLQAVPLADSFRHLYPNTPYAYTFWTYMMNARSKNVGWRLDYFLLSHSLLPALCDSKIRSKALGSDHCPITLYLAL
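Enzyme (0.75 nM final) and test compound are incubated 15 min at room temperature before adding 50 nM quenched THF abasic-site duplex. Cleavage dequenches TAMRA, followed at 525/598 nm over three reads one minute apart.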
Anesthetic bind: candidate novel general anesthetic via apoferritin binding | P02791 | apoferritin/1-aminoanthracene competitive binding, fluorescence | Potency, µM (series often up to 77.5 µM), for the others: at the top dose activity change, negative = displacement, usual class: inhibitors | 350,000 tested, 0.074% active; note: potency is the fitted concentration of half-maximal effect; % is set by controls: 0 for no effect and ±100 for the full control effect; nearly all actives have a fitted effect of over 20% in size
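Probe: 1-aminoanthracene (50% saturated, PBS). Protein: horse-spleen apoferritin, 10 uM. Incubation: 10 min, room temperature. Detection: 380 nm excitation, 535 nm emission. Analysis: normalized response, four-parameter Hill.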
Numbers without * were called inactive; ? = inconclusive; nt = not tested or not shown; & = joins results of further samples; [ ] = another dose, or the depositor's remark. Unless noted, calls come from the whole dose curve; as a rule, active = well fitted curve in the direction sought with a large enough effect; inconclusive = small, poorly fitted or top-dose-only effect, or another doubt; inactive = no such curve, though single readings can be large; an effect the other way counts as inactive or inconclusive. A portion of the library. The share of hits here may be higher or lower than overall.

SMILES	TRHR agonist	Pol iota inh	ALOX12 inh	BLM helicase inh	ERG-DNA inh	APE1 inh	Anesthetic bind	Pol kappa inh	POLB inh
Cc1ccc(S(=O)(=O)N2CCC(NC(=O)c3ccccc3)CC2)cc1	-1.4	84%[activator]	10%	1%	0%	-3%	1%	-12%	7%
Clc1ccc(OCc2cc(-c3ccccc3)no2)c(Cl)c1	1.0	3%	-14%	-3%	nt	13%	-2%	-10%	8%
O=C(N/C(=C/c1cccs1)C(=O)N1CCOCC1)c1ccccc1	-0.7	18%	-13%	-5%	-3%	9%	-4%	2%	5%
CC(=O)c1cccc(NC(=O)c2cc(-c3ccc(F)cc3)on2)c1	0.8	12%	9%	-3%	6%	1%	-10%	-13%	29%
Cc1cc(C)cc(N(CC(=O)NC(C)C)C(=O)CCC(=O)Nc2ccccn2)c1	-0.1	1%	-13%	-3%	-3%	17%	5%	-14%	10%
CC(=O)N/N=C(\N)c1nonc1N	0.2	-5%	201%[activator]	-2%	-3%	-2%	14%	-12%	23%
CCCN(C(=O)C(C)Oc1cccc(Cl)c1)c1c(N)n(Cc2ccccc2)c(=O)[nH]c1=O (stereo not drawn)	1.0	115%[activator]	15%	-2%	1%	-11%	-6%	-8%	-12%
COc1ccccc1C(c1nnnn1C(C)(C)C)N1CCN(Cc2ccncc2)CC1 (stereo not drawn)	0.0	5%	?	2%	2%	0%	-9%	-14%	25%
COc1ccccc1-n1nc(C)c(-c2ccccc2)c1N	-1.2	1%	5%	-1%	1%	1%	-4%	-1%	0%
COc1ccc(N2CCN(C(=O)CN3CCN(c4nc(-c5ccc(F)cc5)cs4)CC3)CC2)cc1	1.2	67%[activator]	-17%	-4%	-2%	-3%	-4%	4%	3%
COc1cccc(NC(=O)CCNS(=O)(=O)c2ccc3c(c2)CC(C)N3C(=O)C2CC2)c1 (stereo not drawn)	0.4	22%	6%	-4%	4%	43%	-8%	-7%	-1%
CCN1CCN(C(c2cccs2)C(C)NS(=O)(=O)c2ccc(F)cc2)CC1 (stereo not drawn)	1.8	-11%	-1%[57.4 µM]	0%	5%	7%	4%	-9%	8%
C=C1CCN(C(Cc2ccccc2)C(=O)NCc2ccc(Cl)cc2)S(=O)(=O)c2ccccc21 (stereo not drawn)	nt	-22%&13%	nt	-14%&-13%	nt	9%&-12%	52%&-12%[activator]	-11%&10%	nt
O=C(CCCN1C(=O)C2CC=CCC2C1=O)Nc1ccccc1F (stereo not drawn)	-0.3	29%	-10%	-2%	14%	29%	-9%	-1%	37%
CC(C)(C)NC(=O)COC(=O)c1cc(F)c(F)cc1Cl	-0.4	19%	75%[activator]	-3%	12%	2%	-22%	-7%	1%
N#CCC(=N)N1CCN(c2cccc(Cl)c2)CC1	0.5	1%	-25%	-5%	-3%	-2%	-7%	-4%	-8%
COc1ccc(CCNC(=O)c2nc(SCc3ccc(C)cc3)ncc2Cl)cc1OC	0.9	14%	-13%	-5%	2%	nt	?	-2%	3%
COc1ccc(C(=O)NCCNC(=O)c2ccc(OC)cc2)cc1	nt	26%	0%	nt	-11%	nt	nt	4%	nt
Brc1cccc(/C=N\n2cnnc2)c1	-0.5	0%	0%	-1%	-17%	3%	-11%	-7%	3%
O=C(Nc1ccc(Cc2ccc(NC(=O)C3CC3)c(O)c2)cc1O)C1CC1	1.1	13%	-3%	-11%	3%	-2%	-19%	-8%	-2%
O=C1CCC(=O)N(O)CCCCCNC(=O)CCC(=O)N(O)CCCCNC(=O)CCC(=O)N(O)CCCCCN1	-0.2	24%	?	-1%	1%	5%	-8%	-6%	2%
O=c1[nH]cnc2c1c(-c1ccccc1)cn2-c1ccc(F)cc1	-0.1	54%[activator]	-27%	-7%	9%	-6%	-7%	-14%	2%
CCOc1ccc(CCNC(=O)Cn2nc(CC)n3c(cc4c(OC)cccc43)c2=O)cc1OCC	0.1	24%	-10%	3%	2%	nt	-8%	7%	-22%
CCC(C(=O)N1CCOCC1)n1nc(C)n2c(cc3cc(C)ccc32)c1=O (stereo not drawn)	-0.4	9%	18%	-5%	-5%	0%	-2%	-5%	27%
Cc1nc(C(=O)NNC(=O)c2c(-c3c(Cl)cccc3Cl)noc2C)cs1	-0.3	89%[activator]	166%[activator]	0%	0%	0%	-3%	-10%	0%
Cc1cc(C)cc(NC(=O)Cn2c(=O)n(CCC(C)C)c(=O)c3cccnc32)c1	0.0	12%	-2%	-2%	3%	nt	-5%	12%	18%
Cc1ccc(S(=O)(=O)N2CCSC2=Nc2ccccc2)cc1	0.8	nt	nt	-9%	nt	-7%	-3%	nt	-1%
CC(Oc1ccccc1)C(=O)Nc1ccc(S(=O)(=O)Nc2nccs2)cc1 (stereo not drawn)	0.7	-8%	9%	2%	16%	61%	0%	-28%	1%
COc1ccccc1N1CCN(C(=O)c2c(C)oc3ncn(C)c(=O)c23)CC1	0.7	15%	?	2%	-1%	nt	-6%	6%	17%
CCN(Cc1ccc(O)cc1)CC1CCCN(CCc2cccc(F)c2)C1 (stereo not drawn)	0.8	22%	?	-2%	-4%	1%	-10%	0%	-2%

Overlap with the part before: 2 entries; new compounds follow.
SMILES	TRHR agonist	Pol iota inh	ALOX12 inh	BLM helicase inh	ERG-DNA inh	APE1 inh	Anesthetic bind	Pol kappa inh	POLB inh
COc1ccccc1N1CCN(C(=O)c2c(C)oc3ncn(C)c(=O)c23)CC1	0.7	15%	?	2%	-1%	nt	-6%	6%	17%
CCN(Cc1ccc(O)cc1)CC1CCCN(CCc2cccc(F)c2)C1 (stereo not drawn)	0.8	22%	?	-2%	-4%	1%	-10%	0%	-2%
CCN1CCCC1CNC(=O)C1c2ccccc2C(=O)N(CCOC)C1c1ccc(F)cc1 (stereo not drawn)	1.2	?	25%	3%	2%	-11%	-7%	4%	-9%
CC(=O)c1ccc(S(=O)(=O)NC2CC(=O)N(c3ccc4c(c3)OCCO4)C2)cc1 (stereo not drawn)	0.1	10%	-15%	nt	13%	5%	nt	6%	nt
O=C(c1ccncc1)N1CCN(S(=O)(=O)c2ccccc2Br)CC1	-0.2	24%	295%[activator]	nt	-9%	0%	nt	-7%	nt
Cc1cc(S(=O)(=O)NCCCN2CCOCC2)c(C)cc1Cl	0.1	25%	-9%	1%	-4%	5%	-8%	0%	25%
CN(CCCC1CCCC1)C(=O)c1cc(COc2ccc(F)c(F)c2)on1	0.8	-13%	-17%	-14%	1%	33%	-5%	-11%	1%
CC(C)NCC(O)COC1C2CC3CC(C2)CC1C3 (stereo not drawn)	1.5	27%	0%	-1%	-6%	7%	?	-13%	-22%
COc1ccc(CNC(=O)C(=O)NCC2OCCN2S(=O)(=O)c2ccc(F)cc2)cc1 (stereo not drawn)	1.1	-2%	0%	-5%	1%	0%	-9%	-21%	42%
CC(=O)N1c2c(cc(Br)cc2S(=O)(=O)N2CCN(c3ccccc3)CC2)CC1C (stereo not drawn)	0.6	-5%	-1%	-7%	-2%	nt	52%[activator]	-11%	38%
COCCn1nnnc1C(c1cc2cc(OC)ccc2[nH]c1=O)N1CCC(Cc2ccccc2)CC1 (stereo not drawn)	-1.3	6%	-39%	-4%	-6%	0%	6%	4%	-28%
O=[N+]([O-])c1ccc(CN2CCN(c3ncccn3)CC2)cc1	0.1	12%	-14%	2%	0%	1%	-8%	1%	15%
N#C/C(=C\c1c(N2CCCCCC2)nc2ccccn2c1=O)C(N)=O	-0.2	113%[activator]	?	-3%	13%	22%	-16%	3%	14%
Cc1cc(F)ccc1S(=O)(=O)N1CCCCC1CCNC(=O)C(=O)NCCN1CCOCC1 (stereo not drawn)	-0.1	20%	-14%	nt	nt	0%	nt	-1%	nt
CC(C)[C@H](NC(=O)c1ccccc1F)C(=O)OCC(=O)Nc1sccc1C(N)=O	nt	-30%	32%[activator]	nt	0%	-6%	nt	-18%	nt
CCCN(CCC)CCNC(=O)CCC(=O)Nc1ccc2nc(N3CCN(C)CC3)cc(C)c2c1	-0.3	50%	-1%	7%	11%	-2%	486%[activator]	1%	17%
CCCCn1c(=O)c(C(C)=O)c(O)c2ccccc21	-0.7	-18%	-13%	1%	-4%	5%	-13%	-9%	4%
CCOc1ccc(OCCCC(=O)NCCOc2ccccc2OC)cc1	-1.2	15%	183%[activator]	-4%	5%	37%	-7%	-3%	0%
Cc1ccc(NC(=O)CN2CCCC2)cc1	1.2	-4%	0%	-1%	-4%	7%	-10%	1%	11%
Cc1c(Cl)cccc1NC(=S)N1CCN(C(=O)c2ccco2)CC1	0.0	18%	3%	0%	6%	1%	4%	3%	79µM*
O=C(COC(=O)/C=C/c1ccccc1)NNC(=O)c1ccccc1F	0.6	46%[activator]	-1%	nt	20%	12%	nt	1%	nt
CCCCn1c(N)c(N(CCOC)C(=O)CCNC(=O)c2ccc(Cl)cc2)c(=O)[nH]c1=O	0.3	9%	-22%	nt	11%	11%	nt	9%	nt
CSc1ncc(Cl)c(C(=O)N(Cc2ccccc2Cl)C2CCS(=O)(=O)C2)n1 (stereo not drawn)	0.0	17%	-15%	2%	0%	nt	-3%	12%	3%
COc1ccc(Cl)cc1NC(=O)CCC(=O)c1ccc(C)cc1	0.5	24%	-80%	-1%	-6%	nt	-23%	-6%[60.1 µM]	1%
Cc1ccc(/C=C(\NC(=O)c2ccc(C)cc2)c2nc(=S)[nH][nH]2)cc1	2.3	-6%	20µM*	-6%	-7%	?	?	-23%	?
CCCn1c(SCC(=O)N2CCN(S(=O)(=O)c3ccc(Cl)cc3)CC2)n[nH]c1=O	-0.5	5%	-13%	-3%	5%	-4%	-18%	1%	-10%
O=C(c1ccco1)N1CCN(c2ncnc3c2[nH]c2ccccc23)CC1	-0.6	nt	nt	-1%	nt	-6%	-15%	nt	1%

Screening results deposited in PubChem by National Center for Advancing Translational Sciences (NCATS).
